HSP90 refold inh: blocks HSP90-mediated luciferase refolding in reticulocyte lysate | Rabbit reticulocyte lysate, luciferase refolding luminescence, 3 h | inhibition, % at 5.6 µM | actives 0.91% (n = 290,000) | AID 1789;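 active = inhibition above the screen-wide mean plus 3 SD, computed separately per campaign, cut at about 16% in these data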;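 also: 0% = DMSO wells and 100% = 60 µM geldanamycin wells; inhibitors lower the luminescence because luciferase stays unfolded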
HDAC3 inhib: blocks human histone deacetylase 3; recombinant HDAC3, fluorogenic peptide/trypsin coupled, fluorescence; inhibition, % at 8.3 µM; actives 0.15% (n = 320,000); AID 2718; in the data active = inhibition above about 26%, passing the limit was not always enough; inconclusive = no clear call, values can overlap the other calls
GSK3B inh: inhibitors of human GSK3beta kinase; GST-GSK3beta kinase, ADP-Glo luminescence, 60 min; active compounds read low; actives 0.038% (n = 300,000); activity score (negative = inhibition), % at 10 µM;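 active = more than half of replicate wells score below -50%, meaning over 50% inhibition versus plate controls; inconclusive = some replicates but at most half score below -50%; inactive = no replicate scores below -50%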;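 also: 0% = median DMSO wells and -100% = median GW8510 positive control wells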
Target sequence (P49841 whole entry, looked up): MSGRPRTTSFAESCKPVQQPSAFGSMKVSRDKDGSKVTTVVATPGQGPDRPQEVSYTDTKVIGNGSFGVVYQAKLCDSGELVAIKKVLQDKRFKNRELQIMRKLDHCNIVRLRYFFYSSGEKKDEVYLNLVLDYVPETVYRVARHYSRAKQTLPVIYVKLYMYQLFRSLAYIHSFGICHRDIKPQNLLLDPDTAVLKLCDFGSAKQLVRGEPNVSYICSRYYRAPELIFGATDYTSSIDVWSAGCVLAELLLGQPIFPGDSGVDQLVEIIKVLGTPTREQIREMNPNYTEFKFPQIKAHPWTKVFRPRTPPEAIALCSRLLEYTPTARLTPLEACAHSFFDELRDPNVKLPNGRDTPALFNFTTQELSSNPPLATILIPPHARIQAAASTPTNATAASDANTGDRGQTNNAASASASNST
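Assay system: GST-tagged human GSK3beta kinase, cell-free; Input: 1.6 ng GSK3beta; Medium: Tris/MgCl2 kinase buffer; Timing: 60 min enzyme reaction, room temperature; Signal: ADP-Glo luminescence quantifying ADP generated by kinase; Evaluation: score relative to plate controls; Benchmarks: DMSO neutral wells and GW8510 at 20 µM as positive.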
Dyrk1A ADPGlo: blocks rat Dyrk1A kinase activity | ADP-Glo luminescence, NFATc1 peptide | AID 504441 | actives 0.43% (n = 310,000) | inhibition, % at 12.5 µM; in the data active = inhibition above about 50%;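 also: plate controls were vehicle with enzyme for no effect and no enzyme for full effect; many of its hits are not listed in these tables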
Platelet DG rel: modulates dense granule release in human platelets | human platelet-rich plasma, SFLLRN dense granule ATP release, luminescence | inhibition, %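 (compounds screened at 7.5 µM in platelet-rich plasma)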 | actives 0.22% (n = 300,000);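 active = mean replicate score, as percent of positive control, at or above 50; inconclusive = mean below 50 but at least one replicate at or above 50; inactive = mean and every replicate below 50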
GSK3 alpha inh: inhibitors of human GSK-3 alpha kinase; inhibition, % at 10 µM; ADP-Glo luminescence, 60 min; P49840; actives 0.1% (n = 320,000);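 in the data active = inhibition above about 50%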;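 also: GST-tagged GSK-3 alpha with peptide substrate and 25 µM ATP; 0% = DMSO neutral wells and 100% = GW8510 positive control wells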
Target sequence (P49840 whole entry, looked up): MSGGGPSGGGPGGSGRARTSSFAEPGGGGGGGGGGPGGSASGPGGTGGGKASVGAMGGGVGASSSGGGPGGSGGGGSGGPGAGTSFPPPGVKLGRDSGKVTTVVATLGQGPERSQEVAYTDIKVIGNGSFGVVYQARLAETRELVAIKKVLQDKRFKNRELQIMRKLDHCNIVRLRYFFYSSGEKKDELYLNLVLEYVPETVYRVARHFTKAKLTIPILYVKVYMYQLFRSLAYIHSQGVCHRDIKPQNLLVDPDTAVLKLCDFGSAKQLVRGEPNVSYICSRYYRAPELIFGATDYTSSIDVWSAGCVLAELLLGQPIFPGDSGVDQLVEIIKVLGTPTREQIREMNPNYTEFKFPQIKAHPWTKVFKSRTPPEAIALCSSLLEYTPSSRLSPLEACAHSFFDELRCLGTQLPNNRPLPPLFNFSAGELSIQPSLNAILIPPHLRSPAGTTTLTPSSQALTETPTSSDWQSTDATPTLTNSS
AI-2 QS mod: modulates the Vibrio harveyi AI-2 quorum sensing system | Vibrio harveyi JMH597 AI-2 luminescence/OD600 ratio, 9 h; active compounds read low; strain lacks LuxN and CqsS sensors; 0 = neutral-control median | activity change, % at 7.5 µM | actives 0.4% (n = 300,000) | AID 2094; in the data active = activity change below about -75%, passing the limit was not always enough; inconclusive = no clear call, values can overlap the other calls;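 also: luminescence divided by OD600 gain over 9 h not by final OD600 alone; inactives centre near 13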
PolyA inhibitor: blocks polyadenylation in yeast reporter cells; calls only at 12 µM; AID 1875; S. cerevisiae SKY197-pL101 polyadenylation reporter, beta-gal luminescence; efflux-impaired pdr1/pdr3 knockout yeast; score 100 = 6 SD above DMSO; actives 0.02% (n = 300,000);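 active = lowest replicate activity score at least 50, where 100 means six control SD above control mean; inconclusive = lowest score under 50 but half or more replicates reach 50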;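 also: yeast exposed to compound for 9 h at 30 °C; higher score means more reporter readthrough which indicates perturbed polyadenylation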
HSF1 inhib: HSF1 inhibition. actives 0.77% (n = 300,000). activity change, negative = inhibition, % at 7.5 µM (by protocol). AID 2098. NIH3T3-HGL HSE-luciferase, MG132-induced, luminescence 8 h; active compounds read low;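 active = more than half of replicate wells show activity change below -50%, luminescence cut by over half; inconclusive = some wells, but at most half, below -50%; inactive = no replicate well below -50%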;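 also: luciferase reports HSF-1 transcriptional activity via heat shock element; 0% = median of DMSO wells and -100% = zero luminescence signal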
HSF1 activator: increases HSF-1 driven luciferase reporter signal. actives 1.7% (n = 300,000). NIH3T3-HGL HSF-1 luciferase reporter, MG132, 8 h; 100% = twice DMSO control signal. activation, % at 9 µM. AID 504408;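 active = mean replicate activation of at least 50% with a set share of replicates each reaching 50%; inconclusive = only one of those two conditions met; inactive = mean below 50% and too few replicates reaching it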;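 also: 0% = median of the neutral control wells and 100% = twice that signal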
Active calls of the source: *; i = inactive; ? = inconclusive; nt = not tested or not shown. The list is partial; count on the stated rates, not on these rows.

HSP90 refold inh | HDAC3 inhib | GSK3B inh | Dyrk1A ADPGlo | Platelet DG rel | GSK3 alpha inh | AI-2 QS mod | PolyA inhibitor | HSF1 inhib | HSF1 activator | structure
3 | 3 | 1 | 1 | -3 | 0 | 5 | i | -7 | 6 | Cc1ccsc1/C=N/NC(=O)CO
1 | -1 | 3 | 8 | 5 | 2 | 36 | i | -6 | -1 | O=C(CCC(=O)Nc1ccccc1)NNC(=O)CCc1ccccc1
-4 | -5 | 0 | 0 | 21 | 1 | 23 | i | -2 | -1 | COc1ccc2cc(C(c3nnnn3C3CCCC3)N3CCOCC3)c3nnnn3c2c1 (stereo not given)
-6 | 3 | 0 | 2 | 11 | 1 | 17 | i | -5 | -4 | CCOc1ccc(CN2CCC(n3nccc3NC(=O)C3CC3)CC2)cc1CO
-1 | -2 | 2 | 11 | -37 | -2 | 23 | i | -1 | -14 | Cc1cccc(C)c1NC(=O)CS(=O)CC(=O)NCC1OCCc2ccccc21 (stereo not given)
0 | -1 | 0 | -4 | -6 | -5 | -6 | i | 9 | 24 | COc1ccc(NC(=O)c2csc(Cc3ccccc3)n2)cc1
2 | 0 | 4 | 2 | 0 | 0 | 16 | i | 3 | 3 | CNS(=O)(=O)c1ccc(NC(=O)c2cnn3c(C(F)F)cc(-c4ccccc4)nc23)cc1
6 | -1 | -3 | -2 | nt | 8 | 7 | i | nt | nt | O=S(=O)(O)CCN1CCOCC1
15 | -9 | 0 | -2 | 2 | -1 | -4 | i | -8 | -3 | CCOc1ccc(-c2onc(C(F)(F)F)c2-c2cscn2)c(O)c1
4 | -24 | -34 | 4 | -8 | -2 | 12 | i | -32 | -29 | COc1ccc(-c2cc(=O)oc3c(C)c(O)ccc23)cc1
2 | 3 | -1 | -1 | -3 | -5 | 6 | i | -1 | 17 | CCOC(=O)C(C)n1cnc2c(oc3ccccc32)c1=O (stereo not given)
0 | 5 | -3 | 4 | 16 | -1 | 13 | i | -4 | -25 | CN(O)/C=c1/ccc2c(n1)C(=O)C=CC=2
nt | 6 | -1 | -2 | 3 | 5 | 10 | i | 0 | 12 | CC1(C)CC2CC(C)(CN2S(=O)(=O)c2cccc(C(=O)OCC(=O)NC(N)=O)c2)C1 (stereo not given)
7 | 1 | 3 | -3 | -2 | -4 | 14 | i | 0 | 21 | Cc1nnc(SCCc2ccccc2)[nH]c1=O
-4 | -3 | -2 | 2 | 0 | 0 | 14 | i | -1 | 31 | CC(=O)Nc1ccc(NC(=O)COC(=O)c2cnccn2)cc1
1 | -3 | 3 | nt | 8 | -2 | 5 | i | 4 | 0 | CCOc1ccc(-n2cnc3sc(C)c(C)c3c2=O)cc1
1 | 0 | 3 | 5 | -9 | -4 | 22 | i | 3 | -4 | COc1ccc(CCNC(=O)c2nnc(Cc3ccc(Cl)cc3)o2)cc1OC
0 | -4 | 2 | 8 | 0 | -2 | 25 | i | -7 | 14 | COc1ccc2cc(S(=O)(=O)N3CCCC3)ccc2c1
4 | 2 | -3 | -1 | 2 | -4 | 22 | i | 15 | ? | O=c1c2ccccc2nnn1CSc1ccc2ccccc2n1
2 | 2 | 1 | 8 | 8 | 0 | 4 | i | -11 | 10 | CCOC(=O)C(C(=O)Nc1ccccc1C)C1CCCCC1 (stereo not given)
2 | 3 | -1 | -4 | -3 | 1 | -1 | i | 13 | 23 | CN(C)/C=C/C(=O)c1ccncc1
20* | 10 | 3 | -11 | 9 | 0 | 18 | i | 1 | nt | O=C(C(=O)c1cccnc1)c1cccnc1
3 | -4 | 2 | 2 | -12 | -2 | 31 | i | 38 | 75* | COc1ccc(OC)c(C2C(C(=O)Nc3nc4ccccc4s3)=C(C)NC3=C2C(=O)CCC3)c1 (stereo not given)
0 | 2 | -6 | 11 | 31 | 9 | -5 | i | 6 | -1 | O=C(Nc1ccncc1)c1ccc2c(c1)OCCO2
0 | -1 | 1 | 3 | 18 | -2 | 11 | i | -2 | 8 | CCn1cc(CNC(=O)C2CCC(=O)N(C3CCCCCC3)C2)cn1 (stereo not given)
-3 | -5 | 0 | -2 | -1 | nt | 39 | i | -7 | -17 | CC(NC(=O)c1ccco1)C1CCCO1 (stereo not given)
0 | 11 | 2 | -1 | 0 | -2 | 29 | i | -3 | -6 | Cn1nc(CC(=O)NC2CCCCCCCCCCC2)c2ccccc2c1=O
-1 | 5 | -9 | 14 | 0 | 7 | 0 | i | 0 | 7 | O=C(CN1CCN(Cc2ccccc2)CC1)Nc1ccc(Cl)cn1
-2 | -3 | 0 | nt | -4 | -4 | 12 | i | -3 | 1 | Cc1ccc(/C=C(\NC(=O)c2ccccc2)C(=O)NCCc2ccccn2)o1
3 | 3 | 1 | -4 | 23 | -2 | 23 | i | 15 | 13 | CCc1ccc(-c2cc(C)no2)cc1S(=O)(=O)N1CCN(c2ccccc2)CC1
-5 | nt | 1 | 13 | 10 | -1 | -68 | i | 31 | 65* | Fc1ccc(OCc2nc(-c3cccs3)no2)cc1
0 | 12 | 1 | -2 | -10 | -2 | 3 | i | -9 | -3 | Cc1ccc(S(=O)(=O)N2CCC(=O)N(CCOC(=O)Nc3ccc(C)c(C)c3)CC2)cc1
5 | -5 | -1 | 0 | 14 | 0 | 11 | i | 5 | 1 | COC(=O)c1ccc(S(N)(=O)=O)o1
2 | -7 | -1 | 6 | 5 | 0 | -83* | i | 0 | -10 | O=C(Oc1ccc2c(=O)c(Oc3ccc4ccccc4c3)coc2c1)c1cncc(Br)c1
0 | 0 | -3 | 4 | 14 | -3 | 7 | i | -4 | -12 | CC(=O)c1cccc(NC(=O)CC2Oc3ccc(C)cc3NC2=O)c1 (stereo not given)
-4 | 3 | -2 | -2 | 4 | -3 | 24 | i | 0 | 13 | COc1ccc(S(=O)(=O)N2CCCN(CC(=O)Nc3ccc(NC(C)=O)cc3)CC2)cc1
3 | 6 | 3 | 0 | nt | 6 | 17 | i | nt | nt | Cc1ccc(OC(=O)Cn2c(C(F)(F)F)nc3ccccc32)cc1
1 | nt | 2 | 4 | -2 | 3 | 24 | i | 9 | 25 | O=C(NC12CC3CC(CC(C3)C1)C2)c1ccccc1O
-1 | 4 | 1 | 0 | 6 | -2 | 14 | i | -6 | -2 | CCCCCCN=C(C)C1=C(O)C(C(=O)OC)C(C)(C)CC1=O (stereo not given)
0 | 9 | 0 | -5 | 0 | -1 | 3 | i | -3 | 0 | CCC1C(C#N)=C(SC)NC2=C1C(=O)CC(C)(C)C2 (stereo not given)
-1 | -3 | -6 | -3 | 9 | -1 | 23 | i | -7 | -1 | COc1ccc(Br)cc1/C=C/C(=O)NCC(=O)O
-5 | 1 | 0 | 10 | -2 | nt | 17 | i | 0 | 1 | Cc1ccc2oc(=O)c3cc(C(=O)NCCCN4CCc5ccccc5C4)sc3c2c1
-2 | -1 | 0 | -5 | 2 | 0 | 2 | i | -4 | -2 | CCN1C(=O)C(CC(=O)N2CCN(C(c3ccccc3)c3ccccc3)CC2)N(CC)C1=O (stereo not given)
-3 | -2 | -1 | -1 | 14 | -3 | 8 | i | -1 | 1 | Cc1c(C)c(C)c(C(=O)CCc2cccc(NC(=O)CCC(=O)O)c2)c(C)c1C
-2 | 3 | -4 | -1 | -10 | 0 | 13 | i | -10 | 4 | CC(=O)NC1C(Oc2cccc(C)c2)OC2COC(c3ccco3)OC2C1O (stereo not given)
1 | 1 | -2 | -3 | -3 | -3 | 2 | i | -5 | -18 | CCC(=O)NCC(c1ccco1)N1CCN(c2ccc(OC)cc2)CC1 (stereo not given)
1 | 10 | -5 | 2 | 4 | -3 | 2 | i | -5 | -9 | CN(Cc1ccccc1)C1=CC(=[N+]2CCCC2)CC(C)(C)C1
-3 | 3 | -1 | 3 | -1 | -1 | 4 | i | -3 | 6 | O=C(COC(=O)c1cc[n+]([O-])cc1)Nc1ccc([N+](=O)[O-])cc1
47* | -86 | -1 | 3 | 1 | 5 | 17 | i | 2 | 5 | CN(C)CCCn1c(N)c(C#N)c2nc3ccccc3nc21
4 | -3 | -2 | 3 | -3 | 0 | -10 | i | 79 | 160* | Cn1c2ccc(F)cc2c2ncn(CCN3CCOCC3)c(=O)c21
9 | 2 | -1 | nt | -1 | -3 | 26 | i | 10 | 28 | C=CCn1cc(/C=C2\SC(N3CCOCC3)=NC2=O)c2ccccc21

Grouped by structure: the compounds so far containing a halogen
HSP90 refold inh | HDAC3 inhib | GSK3B inh | Dyrk1A ADPGlo | Platelet DG rel | GSK3 alpha inh | AI-2 QS mod | PolyA inhibitor | HSF1 inhib | HSF1 activator | structure
2 | 0 | 4 | 2 | 0 | 0 | 16 | i | 3 | 3 | CNS(=O)(=O)c1ccc(NC(=O)c2cnn3c(C(F)F)cc(-c4ccccc4)nc23)cc1
15 | -9 | 0 | -2 | 2 | -1 | -4 | i | -8 | -3 | CCOc1ccc(-c2onc(C(F)(F)F)c2-c2cscn2)c(O)c1
1 | 0 | 3 | 5 | -9 | -4 | 22 | i | 3 | -4 | COc1ccc(CCNC(=O)c2nnc(Cc3ccc(Cl)cc3)o2)cc1OC
-1 | 5 | -9 | 14 | 0 | 7 | 0 | i | 0 | 7 | O=C(CN1CCN(Cc2ccccc2)CC1)Nc1ccc(Cl)cn1
-5 | nt | 1 | 13 | 10 | -1 | -68 | i | 31 | 65* | Fc1ccc(OCc2nc(-c3cccs3)no2)cc1
2 | -7 | -1 | 6 | 5 | 0 | -83* | i | 0 | -10 | O=C(Oc1ccc2c(=O)c(Oc3ccc4ccccc4c3)coc2c1)c1cncc(Br)c1
3 | 6 | 3 | 0 | nt | 6 | 17 | i | nt | nt | Cc1ccc(OC(=O)Cn2c(C(F)(F)F)nc3ccccc32)cc1
-1 | -3 | -6 | -3 | 9 | -1 | 23 | i | -7 | -1 | COc1ccc(Br)cc1/C=C/C(=O)NCC(=O)O
4 | -3 | -2 | 3 | -3 | 0 | -10 | i | 79 | 160* | Cn1c2ccc(F)cc2c2ncn(CCN3CCOCC3)c(=O)c21
